Bioassay records: PubChem BioAssay, PCMD
FXIa mix inh = inhibitors of human coagulation factor XIa, pooled mixtures; P03951; purified FXIa, fluorogenic substrate; inhibition, % at 5 µM; 0.19% of 62,000 active; AID 680;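 further: each value is inhibition by a whole ten-compound pool holding the compound; 0% = enzyme with no mixture and 100% = wells lacking enzyme; strong numbers were not always called active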
CatL block = blocks human cathepsin L protease activity; P07711; purified cathepsin L, fluorogenic substrate, fluorescence; inhibition, %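 (tested at 10 µM)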; 0.17% of 58,000 active; AID 460; in the data active means inhibition above about 45%;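 further: 0% = enzyme with no compound and 100% = no enzyme blank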
FXIIa inh mix = blocks human factor XIIa in pooled compound mixtures | P00748 | 0.2% of 62,000 active | AID 684 | purified FXIIa, fluorogenic substrate | inhibition, % at 5 µM;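 further: 0% = enzyme without compound and 100% = no enzyme blank; some results filed as inactive read as strong as hits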
Cathepsin G inh = blocks human cathepsin G enzyme activity; P08311; purified enzyme, AMC-tetrapeptide fluorescence, pooled mixtures; inhibition, % at 5 µM (by protocol); 0.2% of 62,000 active; AID 581;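 active means inhibition above 20% in each of the two mixture wells holding the compound; inactive means inhibition of 20% or less in either well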;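 further: 0% = enzyme control without mixture and 100% = blank lacking enzyme; strong numbers were not always called active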
CatB block = human cathepsin B inhibition; P07858; 0.1% of 63,000 active; inhibition, %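 (tested at 10 µM)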; purified cathepsin B, fluorogenic substrate, fluorescence; in the data active means inhibition above about 21%;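 further: 0% = enzyme with no compound and 100% = no enzyme blank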
AP ELISA ortho = orthogonal test for alternative complement pathway inhibitors | 0.08% of 62,000 active | Human serum alternative complement pathway, LPS-coated ELISA, C3 deposition; tested in compound mixtures | inhibition, % at 5 µM | AID 1235;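 active means inhibition above 30% in each of the two pooled mixtures holding the compound, so the lower value exceeds 30%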;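 further: 0% = serum in Mg-EGTA without compound and 100% = EDTA serum blank; some compounds past the cut are filed as inactive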
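Test system: human serum alternative complement pathway, C3 deposition on LPS-coated wells; also added: Plate-bound LPS; doses: 5 µM per compound in ten-compound mixtures; schedule: 1 h at 37 °C; detection: Anti-C3 ELISA, OD 450 nm; evaluation: percent inhibition of C3 deposition onto LPS; repeats: two pool placements per compound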
CatB mixtures = inhibitors of human cathepsin B in compound mixtures; P07858; Purified cathepsin B, AMC dipeptide fluorescence; inhibition, %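 (ten-compound pools at 5 µM per compound and 50 µM total)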; 0.06% of 62,000 active; in the data active means inhibition above about 22%, passing the limit was not always enough;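 further: 0% = enzyme without compound and 100% = no enzyme blank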
C1s block = human complement C1s inhibition; P09871; purified C1s, fluorogenic AMC substrate, pooled mixtures; mean inhibition % of two 10-compound mixtures (stronger effect = higher value), % at 5 µM (by protocol); 0.16% of 62,000 active; AID 538;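 active means inhibition above 20% in each of the two 10-compound mixture wells holding the compound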;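 further: 0% = enzyme wells lacking compound mixture and 100% = no-enzyme blank wells; some compounds called inactive have numbers as strong as hits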
Target sequence (P09871 16-437 limits assumed): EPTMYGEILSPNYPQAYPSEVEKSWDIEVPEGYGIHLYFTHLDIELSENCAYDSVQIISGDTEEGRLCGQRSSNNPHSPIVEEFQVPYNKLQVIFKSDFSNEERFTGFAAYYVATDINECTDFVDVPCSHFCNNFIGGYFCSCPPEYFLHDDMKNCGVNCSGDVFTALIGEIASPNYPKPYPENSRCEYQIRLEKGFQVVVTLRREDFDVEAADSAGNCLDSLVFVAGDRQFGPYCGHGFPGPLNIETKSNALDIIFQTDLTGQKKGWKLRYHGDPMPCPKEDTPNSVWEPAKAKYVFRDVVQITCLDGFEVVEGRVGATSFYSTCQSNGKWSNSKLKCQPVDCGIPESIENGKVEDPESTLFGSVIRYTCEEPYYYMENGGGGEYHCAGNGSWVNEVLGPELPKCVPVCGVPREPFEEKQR
Target sequence (P09871 438-688 limits assumed): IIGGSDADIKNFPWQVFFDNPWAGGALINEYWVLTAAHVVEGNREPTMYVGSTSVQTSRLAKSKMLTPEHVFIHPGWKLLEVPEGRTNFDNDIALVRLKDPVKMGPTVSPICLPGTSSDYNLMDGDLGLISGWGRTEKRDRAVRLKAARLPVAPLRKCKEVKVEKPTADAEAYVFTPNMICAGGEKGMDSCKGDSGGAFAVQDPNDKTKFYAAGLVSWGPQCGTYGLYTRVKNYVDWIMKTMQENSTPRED
CatS inh = inhibitors of human cathepsin S; P25774; inhibition, %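 (tested at 5 µM per compound within 10-compound mixtures)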; 0.06% of 62,000 active; recombinant cathepsin S, AMC dipeptide fluorescence, pooled mixtures; in the data active means inhibition above about 32%, passing the limit was not always enough;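 further: 0% = enzyme without compound and 100% = blank without enzyme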
An asterisk follows results filed as active; & = joins results of further samples. Unless noted, no stated cut-off is given here; in the data, active means inhibition above about 20% (passing the limit was not always enough); inactive means the rest.

O=C(O)c1cccnc1Nc1cccc(C(F)(F)F)c1 was read as FXIa mix inh 7, CatL block 5, FXIIa inh mix 9, Cathepsin G inh 4, CatB block 4, AP ELISA ortho 0, CatB mixtures 4, C1s block 2 and CatS inh 2.
For CN1CCCN=C1COC(=O)C(O)(c1ccccc1)C1CCCCC1 (stereo unspecified) the results were FXIa mix inh 8, CatL block -2, FXIIa inh mix 7, Cathepsin G inh 2, CatB block -1, AP ELISA ortho 10, CatB mixtures -3, C1s block -4 and CatS inh 0.
Screening CCCCCC(=O)O[C@]1(C(C)=O)CC[C@H]2[C@@H]3CCC4=CC(=O)CC[C@]4(C)[C@H]3CC[C@@]21C returned FXIa mix inh 2, CatL block -10, FXIIa inh mix 1, Cathepsin G inh 12, CatB block -2, AP ELISA ortho -7, CatB mixtures -6, C1s block 3 and CatS inh 9.
`COc1ccc(C2CNC(=O)C2)cc1OC1CCCC1` (stereo unspecified) gave FXIa mix inh 5, CatL block 14, FXIIa inh mix 2, Cathepsin G inh 6, AP ELISA ortho 21, CatB mixtures 3, C1s block -21 and CatS inh -9.
Cc1ccc(N(CC2=NCCN2)c2cccc(O)c2)cc1 was read as FXIa mix inh 6&3&9, CatL block 3&2&4, FXIIa inh mix 4&3&1, Cathepsin G inh -8&-5&12, CatB block 0, AP ELISA ortho -6&-9&5, CatB mixtures 2&4&1, C1s block 1&10&5 and CatS inh -6&-12&-2.
C1COC(NC(C2CC2)C2CC2)=N1 was read as FXIa mix inh 41, CatL block 2, FXIIa inh mix 1, Cathepsin G inh 31, CatB block -2, AP ELISA ortho -1, CatB mixtures 1, C1s block 41 and CatS inh 5.
CC(=O)CCCCn1c(=O)c2c(ncn2C)n(C)c1=O was read as FXIa mix inh 1, CatL block -10, FXIIa inh mix 0, Cathepsin G inh -4, CatB block 0, AP ELISA ortho 2, CatB mixtures 2, C1s block -3 and CatS inh -4.
CCn1cc(C(=O)O)c(=O)c2cnc(N3CCNCC3)nc21 was read as FXIa mix inh 9, CatL block -16, FXIIa inh mix 1, Cathepsin G inh 8, CatB block -2, AP ELISA ortho 22, CatB mixtures 2, C1s block 8 and CatS inh -3.
`CCC(NC(C)C)C(O)c1ccc(O)c2[nH]c(=O)ccc12` (stereo unspecified) gave FXIa mix inh 4, CatL block -3, FXIIa inh mix 3, Cathepsin G inh 14, CatB block 4, AP ELISA ortho 14, CatB mixtures 5, C1s block 16 and CatS inh -1.
For CN(C)CCCC1(c2ccc(F)cc2)OCc2cc(C#N)ccc21 (stereo unspecified) the results were FXIa mix inh 0, CatL block 0, FXIIa inh mix -15, Cathepsin G inh -5, CatB block 3, AP ELISA ortho 0, CatB mixtures 4, C1s block 5 and CatS inh 0.
`CNCCCN1c2ccccc2CCc2ccccc21` gave FXIa mix inh -2, CatL block 28, FXIIa inh mix -2, Cathepsin G inh 2, CatB block 0, AP ELISA ortho -8, CatB mixtures -1, C1s block -5 and CatS inh 10.
For CC1Cc2ccccc2N1NC(=O)c1ccc(Cl)c(S(N)(=O)=O)c1 (stereo unspecified) the results were FXIa mix inh 4, CatL block 13, FXIIa inh mix -1, Cathepsin G inh -16, AP ELISA ortho -14, CatB mixtures 5, C1s block -6 and CatS inh 3.

Arranged by molar mass (high to low): 4 of the compounds above.
For CC1Cc2ccccc2N1NC(=O)c1ccc(Cl)c(S(N)(=O)=O)c1 (stereo unspecified) the results were FXIa mix inh 4, CatL block 13, FXIIa inh mix -1, Cathepsin G inh -16, AP ELISA ortho -14, CatB mixtures 5, C1s block -6 and CatS inh 3.
`CCC(NC(C)C)C(O)c1ccc(O)c2[nH]c(=O)ccc12` (stereo unspecified) gave FXIa mix inh 4, CatL block -3, FXIIa inh mix 3, Cathepsin G inh 14, CatB block 4, AP ELISA ortho 14, CatB mixtures 5, C1s block 16 and CatS inh -1.
CC(=O)CCCCn1c(=O)c2c(ncn2C)n(C)c1=O was read as FXIa mix inh 1, CatL block -10, FXIIa inh mix 0, Cathepsin G inh -4, CatB block 0, AP ELISA ortho 2, CatB mixtures 2, C1s block -3 and CatS inh -4.
`CNCCCN1c2ccccc2CCc2ccccc21` gave FXIa mix inh -2, CatL block 28, FXIIa inh mix -2, Cathepsin G inh 2, CatB block 0, AP ELISA ortho -8, CatB mixtures -1, C1s block -5 and CatS inh 10.

An excerpt; count on the stated rates, not on these rows.
